# Screening data from PubChem.
# IMPase cell inh: membrane-permeable compound that blocks inositol monophosphatase; CHO-M1 cells, IP1 accumulation, HTRF TR-FRET ratio; P97697; 120,000 tested, under 10 active; inhibition (IP1 accumulation), % at 46.1 µM; active = well fitted curve in the direction sought with a large enough effect in the signal ratio, not every such curve was filed as active; inconclusive = small, poorly fitted or top-dose-only effect, or a change in a side signal; inactive = no such curve, though single readings can be large or run the other way; the % refers to the signal ratio;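 note: cells stimulated with carbachol in lithium chloride buffer; plate controls were DMSO basal wells for no effect and reference inhibitor wells for full effect; higher means more IMPase inhibition seen as more IP1 and lower FRET ratio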
# Target sequence (P97697 whole entry, looked up): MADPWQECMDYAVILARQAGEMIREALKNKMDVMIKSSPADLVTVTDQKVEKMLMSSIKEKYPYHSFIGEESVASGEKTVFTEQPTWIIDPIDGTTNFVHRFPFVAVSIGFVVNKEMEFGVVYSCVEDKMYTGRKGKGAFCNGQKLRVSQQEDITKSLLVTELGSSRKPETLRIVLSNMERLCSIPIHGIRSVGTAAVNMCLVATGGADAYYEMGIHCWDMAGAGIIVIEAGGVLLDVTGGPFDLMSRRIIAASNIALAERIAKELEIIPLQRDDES
#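 Elevated IP1 in lysates lowers TR-FRET signal (665/620 ratio and 620 channel reported). Cells were CHO-M1, given carbachol (50 uM as added) plus 50mM LiCl, pH 7.4, 30 min, 37C; compounds titrated up to 46 uM; AC50 by Hill equation.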
# ALOX15B inhib: 15-hLO-2 (ALOX15B) enzyme inhibition; purified 15hLO-2, xylenol orange hydroperoxide absorbance; Potency, µM (series often up to 57.1 µM), for the others: top-dose activity change, negative = inhibition, usual class: inhibitors; 0.56% of 110,000 active; note: potency is the fitted concentration of half-maximal effect; nearly all actives have a fitted effect of over 60% in size; many of its hits are not listed in these tables
# Target sequence (O15296 whole entry, looked up): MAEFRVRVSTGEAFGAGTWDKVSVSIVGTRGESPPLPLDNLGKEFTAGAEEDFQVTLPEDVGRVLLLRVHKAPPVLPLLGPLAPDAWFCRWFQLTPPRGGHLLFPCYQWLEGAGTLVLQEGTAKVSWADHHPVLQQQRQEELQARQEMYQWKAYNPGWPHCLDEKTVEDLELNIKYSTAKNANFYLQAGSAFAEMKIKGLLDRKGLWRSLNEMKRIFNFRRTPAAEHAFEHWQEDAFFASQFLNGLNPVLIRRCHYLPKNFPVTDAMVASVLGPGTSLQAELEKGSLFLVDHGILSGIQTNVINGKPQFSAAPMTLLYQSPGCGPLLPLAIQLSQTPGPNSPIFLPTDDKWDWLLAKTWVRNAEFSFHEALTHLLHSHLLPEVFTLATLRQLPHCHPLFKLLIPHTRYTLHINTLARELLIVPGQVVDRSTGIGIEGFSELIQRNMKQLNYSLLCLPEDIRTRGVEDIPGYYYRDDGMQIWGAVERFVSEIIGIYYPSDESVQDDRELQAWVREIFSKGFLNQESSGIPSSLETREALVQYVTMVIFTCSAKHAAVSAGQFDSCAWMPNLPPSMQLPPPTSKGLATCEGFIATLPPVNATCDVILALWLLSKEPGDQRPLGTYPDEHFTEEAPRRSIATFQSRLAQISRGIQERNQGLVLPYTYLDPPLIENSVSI
#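 Read-out: hydroperoxide product oxidises ferrous iron, measured as xylenol orange complex via the 573-to-405 nm absorbance ratio after 30 min. Reaction: 50 nM enzyme, 15 min compound preincubation, 45 uM arachidonic acid, 90 min RT, Hepes pH 7.5 with Triton X-100.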
# PNC assembly inh: inhibitors of perinucleolar compartment assembly. PC3M PTB-GFP, PNC prevalence imaging, 16 h; active compounds read low. activity change (PNC), negative = inhibition, % at 10 µM. 3.1% of 140,000 active;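 active = readout at or below -70, meaning at least 70% loss of cells showing the perinucleolar compartment, a nuclear body marking cancer cells; inconclusive = readout between -30 and a set limit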;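 note: plate controls were DMSO wells for no effect and camptothecin positive control wells for full effect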
#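 Compounds are pinned in duplicate onto adhered PC3M cells stably expressing GFP-tagged PTB and incubated 16 h at 37 C. Cells are then fixed, nuclei stained with Hoechst, and PNC-positive cells counted.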
# 12-hLO inh: blocks human 12-lipoxygenase activity. P18054. purified 12-hLO, xylenol orange hydroperoxide absorbance. Potency, µM (top dose mostly 57.1 µM), inactives show top-dose activity change, negative = inhibition, usual class: inhibitors. 0.12% of 150,000 active; note: potency is the fitted concentration of half-maximal effect; nearly all actives have a fitted effect of over 55% in size; many of its hits are not listed in these tables
#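 Lipoxygenase turnover measured by absorbance at 573 and 405 nm after Fe-XO development. Human 12hLO 150 nM, arachidonate 40 uM, pH 7.0 Hepes buffer with detergent; 15 min compound preincubation, 30 min reaction.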
# Numbers without * were called inactive; ? = inconclusive; . = not tested or not shown; [ ] = dose if it differs, or a comment. Unless noted, calls come from the whole dose curve; as a rule, active = well fitted curve in the direction sought with a large enough effect; inconclusive = small, poorly fitted or top-dose-only effect, or another doubt; inactive = no such curve, though single readings can be large; an effect the other way counts as inactive or inconclusive. Unless noted, % is set by controls: 0 for no effect and ±100 for the full control effect.
# The line under a structure holds: IMPase cell inh | ALOX15B inhib | PNC assembly inh | 12-hLO inh
1. Cc1cccc2cc(CN(CCCO)C(=O)Nc3ccc(Cl)cc3)c(=O)[nH]c12
 : -5 | . | 6 | 0%
2. COc1cc(C(=O)Nc2cccc(-c3nncn3C)c2)cc(OC)c1OC
 : -1 | 2% | ? | 1%
3. C=CCN(C(=O)Nc1ccc(Cl)cc1)C1CC(=O)N(c2ccc(OC)cc2)C1=O (stereo unspecified)
 : 6 | -4% | ? | -4%
4. Cc1ccc2[nH]c(=O)c3cc(C(=O)N(C)Cc4ccco4)sc3c2c1
 : -1 | -14% | 7 | 4%
5. CC(OC(=O)c1cccs1)C(=O)NCc1ccccc1 (stereo unspecified)
 : 6 | -7% | 11 | -2%
6. Cc1ccc(C2CC(C(F)F)n3ncc(C(=O)Nc4c(C)nn(Cc5c(F)cccc5Cl)c4C)c3N2)cc1 (stereo unspecified)
 : -3 | . | 49 | -1%
7. Cc1ccc(NC(=O)COc2ccc(/C=N/NC(=O)CSCc3ccccc3)cc2)cc1
 : 1[1.84 µM] | 3%[11.4 µM] | 16 | -4%
8. C/C(=N/OC(=O)c1c(F)cccc1F)c1nccs1
 : 6 | 4% | 5 | -7%
9. Cc1cc(NC(=O)c2noc3c2CCc2ccccc2-3)n(-c2ccccc2)n1
 : -2 | -10% | 14 | 4%
10. O=C(Oc1cccc(-n2cnnn2)c1)c1ccco1
 : . | . | ? | 1%
11. Cc1ccc(OCC(=O)NCCO)cc1C
 : 6 | -1% | -5 | -2%
12. Cc1ccc(C(=O)NCc2nnc(SCC(=O)Nc3sc4c(c3C#N)CCCC4)n2C)cc1
 : 8 | -2% | -6 | 0%
13. COc1ccc(S(=O)(=O)N2CCC(C(=O)N3CCc4ccccc4C3)CC2)cc1OC
 : 9 | -5% | -84* | -8%
14. CCCCN=C1NC(=O)C(CC(=O)Nc2ccc(Cl)cc2)S1 (stereo unspecified)
 : -5 | 2% | 48 | -9%
15. O=C(c1ccncc1)N1CCC[C@@]2(CCN(c3ccccc3)C2)C1
 : . | -3% | . | -10%

# The line under a structure holds: IMPase cell inh | ALOX15B inhib | PNC assembly inh | 12-hLO inh
16. COc1ccc(NC(=O)c2ccc(OC)cc2)cc1
 : -3 | 3% | 29 | 4%
17. C/C(=N\NC(=O)c1ccccc1F)c1ccc2c(c1)Nc1ccccc1S2
 : 0 | . | ? | -29%
18. O=C(NCc1ccccc1)C(=O)NCC(c1ccco1)N1CCOCC1 (stereo unspecified)
 : 8 | . | ? | 5%
19. O=C(O)c1cn[nH]c1-n1cnnn1
 : -10 | 0% | 26 | -2%
20. CC(=O)O[C@H]1CC[C@@]2(C)[C@@H](CC[C@H]3[C@H]2CC(=O)[C@@]2(C)[C@@H]3C[C@H]3CC(C)=CC(=O)[C@H]32)C1
 : . | -3%[11.4 µM] | . | 4%[11.4 µM]
21. COc1ccc(C(=O)Nc2cccnc2)cc1OC
 : ? | . | -4 | 8%
22. CS(=O)(=O)N(CC(=O)NCc1ccccc1)Cc1ccc(Cl)cc1
 : -10 | 6% | 10 | -5%
23. CC(C)(Oc1ccc(Cl)cc1)C(=O)N(Cc1ccccc1)c1ccccn1
 : . | . | -1 | -1%
24. CN(C)c1ccc(NS(=O)(=O)c2cc(Cl)ccc2Cl)cc1
 : 22 | . | ? | -4%
25. O=C1C2CC=C(Cl)CC2C(=O)N1CC1Cc2ccccc2CO1 (stereo unspecified)
 : -9 | 1% | -6 | -21%
26. CCCCCCCCOC(=O)/C=C/c1c(C)[nH]c(=O)[nH]c1=O
 : . | . | -3 | -1%
27. COc1ccc(Cl)cc1NC(=O)[C@@H]1CCCN1C(=O)c1cccs1
 : 3 | . | -2 | -3%
28. CCc1nn2c(=O)cc(N3CCN(c4cc(C)nc5ccccc45)CC3)nc2s1
 : -7[1.84 µM] | -4%[11.4 µM] | 19 | 3%
29. O=C(c1cccs1)N(Cc1cccc(Cl)c1)C1CCS(=O)(=O)C1 (stereo unspecified)
 : 7 | 1% | 26 | -1%
30. CCN(CCCNc1ncnc2nc[nH]c12)c1cccc(C)c1
 : -3 | 13% | -16 | 8%

# Profiles from above.
# CC(C)(Oc1ccc(Cl)cc1)C(=O)N(Cc1ccccc1)c1ccccn1 reads IMPase cell inh = .; ALOX15B inhib = .; PNC assembly inh = -1; 12-hLO inh = -1%
# O=C1C2CC=C(Cl)CC2C(=O)N1CC1Cc2ccccc2CO1 (stereo unspecified) reads IMPase cell inh = -9; ALOX15B inhib = 1%; PNC assembly inh = -6; 12-hLO inh = -21%
# COc1ccc(NC(=O)c2ccc(OC)cc2)cc1 reads IMPase cell inh = -3; ALOX15B inhib = 3%; PNC assembly inh = 29; 12-hLO inh = 4%

# Additional entries follow.
# The line under a structure holds: IMPase cell inh | ALOX15B inhib | PNC assembly inh | 12-hLO inh
31. O=C(O)/C=C\C(=O)Nc1ccccc1C(=O)N1CCN(c2ccc(Cl)cc2)CC1
 : 2 | -5% | -25 | -8%
32. CC(C)Cc1cc(-c2ccco2)c(C#N)c(N)n1
 : 4 | ? | 14 | -16%
33. COc1cc(NS(=O)(=O)c2ccc(NC(=O)/C(=C/c3ccccc3Cl)NC(=O)c3ccccc3)cc2)nc(OC)n1
 : . | . | -15 | -1%
34. OCCCNCc1ccccn1
 : . | -2%[11.4 µM] | . | 0%[11.4 µM]
35. O=C1CCCCC1
 : . | 12% | . | -6%
36. CC(=O)c1cnn(-c2nc3c(C)cccc3s2)c1C
 : 3 | 1% | 14 | 7%
37. CCOC(=O)c1sc(Nc2nc3c(F)cccc3s2)cc1C
 : . | . | 1 | -3%
38. Cc1ccc(-c2c(C#N)c(N)n3c(nc4ccccc43)c2C#N)cc1
 : 0 | -28% | 14 | -6%
39. CC(=O)c1cc2ccccc2oc1=O
 : -1[20.6 µM] | 1%[25.6 µM] | . | 1%[25.6 µM]
40. CCCCC(=O)Nc1cccc(NC(=S)NC(C)=O)c1
 : 8 | . | -7 | 1%
41. CCOC(=O)c1cc(C)n(Cc2ccccc2)c1C
 : -4 | -8% | 31 | -5%
42. O=C(Nc1cccc(Cl)c1Cl)C1CCN(c2ncccn2)CC1
 : ? | . | -14 | -1%
43. N#C/C(=N\Nc1ccccc1Cl)C(=O)c1ccccc1
 : 7 | -15% | 26 | 2%
44. Cc1ccc(C(C)C)c(OCCN)c1
 : 2 | 31%[activator] | 10 | 3%
45. CC1C=C[C@@H]2[C@H](C1)C(=O)N(Cc1ccccc1)[C@H]2c1ccccc1Br (stereo partly specified)
 : . | -27%[0.0915 µM] | . | -12%[0.00818 µM]

# A different layout for part of the listing above.
no.	IMPase cell inh	ALOX15B inhib	PNC assembly inh	12-hLO inh	compound
39	-1[20.6 µM]	1%[25.6 µM]	.	1%[25.6 µM]	CC(=O)c1cc2ccccc2oc1=O
40	8	.	-7	1%	CCCCC(=O)Nc1cccc(NC(=S)NC(C)=O)c1
41	-4	-8%	31	-5%	CCOC(=O)c1cc(C)n(Cc2ccccc2)c1C
42	?	.	-14	-1%	O=C(Nc1cccc(Cl)c1Cl)C1CCN(c2ncccn2)CC1
43	7	-15%	26	2%	N#C/C(=N\Nc1ccccc1Cl)C(=O)c1ccccc1

# The listing continues.
# Assay codes – A = IMPase cell inh; B = ALOX15B inhib; C = PNC assembly inh; D = 12-hLO inh
46) CCC(C)OC(=O)C1C(c2ccccc2)C(C(=O)O)C1c1ccccc1 (stereo unspecified)
  A = 1	B = -4%	C = 30	D = 4%
47) Cc1cccc(C)c1OCc1nc2ccccc2[nH]1
  A = .	B = .	C = 26	D = -2%
48) CC(C)NC(=O)/C(=C\c1cccc([N+](=O)[O-])c1)NC(=O)c1ccccc1
  A = -2	B = -6%	C = 75	D = -2%
49) O=c1c(Cl)c(NCc2ccc(F)cc2Cl)cnn1C12CC3CC(CC(C3)C1)C2
  A = -5	B = .	C = 4	D = -1%
50) O=C(CSc1nc2ccccc2c(=O)n1-c1ccc(F)cc1F)c1c[nH]c2ccccc12
  A = .	B = .	C = 138	D = 5%
51) CC1CCN(S(=O)(=O)c2ccc(S(=O)(=O)NCc3ccco3)cc2)CC1
  A = -11	B = .	C = -100*	D = -1%
52) O=C(CCn1cccc1)N1CCc2ccccc21
  A = -9	B = 15%[2.29 µM]	C = 49	D = 6%
53) CCCCC1(CC(=O)OCC)C(=O)N(c2ccccc2)N(c2ccccc2)C1=O
  A = .	B = .	C = 46	D = -1%
54) C=CCn1c(SCn2nnc3ccccc3c2=O)nnc1-c1ccc(Br)cc1
  A = -4	B = -9%	C = -84*	D = -8%
55) O=C(CN1CCN(c2ccccc2)CC1)N1N=CCC1c1ccccc1 (stereo unspecified)
  A = -7	B = -5%	C = 23	D = 2%
56) CCCCNC(=S)N(C)/N=C/c1ccc(F)cc1
  A = .	B = .	C = -21	D = -1%
57) CCCCCn1c(SCCCC)nc2c1c(=O)[nH]c(=O)n2C
  A = -1	B = -11%	C = 5	D = -3%
58) COc1c(C)cccc1C(=O)Nc1ccc(CN2CCOCC2)cc1
  A = ?	B = 12%[11.4 µM]	C = ?	D = -5%
59) Cc1ccc(/C=N/N2CCN(Cc3ccccc3)CC2)s1
  A = 0	B = 24%	C = ?	D = -2%
60) c1ccc(CN2CCN(CCN3CCn4c3nc3ccccc34)CC2)cc1
  A = 8	B = 18%	C = 6	D = 1%

# Assay codes – A = IMPase cell inh; B = ALOX15B inhib; C = PNC assembly inh; D = 12-hLO inh
61) Cc1ccc2nc(SCCC#N)nc(C)c2c1
  A = 9	B = -5%	C = -15	D = -6%
62) COc1cc2c(cc1OC)C(C)N(C(=O)Cn1ncc3c1-c1cc(C)ccc1OC3)CC2 (stereo unspecified)
  A = 3	B = -1%	C = -22	D = 0%
63) Cn1c(=O)n(CC(=O)O)c(=O)c2c1nc1n2CCS1
  A = 4	B = 0%	C = 22	D = 3%
64) Cc1ccc(SCc2cc(=O)[nH]c(N3CCOCC3)n2)cc1
  A = 7	B = -5%	C = 23	D = -5%
65) N[C@H](Cc1cccc(-c2ccccc2CP(=O)(O)O)c1)C(=O)O
  A = -1	B = 7%	C = .	D = -4%
66) COc1ccc(C)cc1NC(=O)CSc1nnnn1Cc1ccccc1
  A = 9	B = -3%	C = 37	D = -2%
67) COc1ccc(Nc2c(C)cccc2C)cc1
  A = 12	B = .	C = ?	D = -3%
68) c1cnc(NC2CCCCCC2)nc1
  A = 5	B = -15%	C = 106	D = 2%
69) COc1cc2nc(-c3ccc(Br)o3)oc(=O)c2cc1OC
  A = -7	B = -17%	C = -15	D = 0%
70) CC1(C)CC(NC(=O)CCc2ccccc2)CC(C)(C)N1
  A = -1	B = 0%	C = -6	D = -2%
71) COC(=O)C1C(O)=C(C=Nc2ccc(N)cc2)C(=O)CC1(C)C (stereo unspecified)
  A = 8	B = -2%	C = 14	D = 3%
72) C/C(CC(=O)NC1CCCC1)=N\NC(=O)c1ccc([N+](=O)[O-])c(Cl)c1
  A = .	B = .	C = 26	D = -1%
73) Cc1ccc2c(c1)C(=O)C(=O)N2CC(=O)OC(C)C
  A = -13	B = -16%	C = 12	D = -3%
74) CCCC(=O)Oc1ccc(N(C(=O)CCC)S(=O)(=O)c2cccc([N+](=O)[O-])c2)cc1
  A = .	B = .	C = 34	D = 3%
75) COc1cc(C(=O)NC(=S)Nc2ccc([N+](=O)[O-])cc2)cc(OC)c1OC
  A = .	B = .	C = -27	D = 10%
76) O=C(N/N=C/c1c[nH]c2ccc(Br)cc12)c1ccncc1
  A = -1	B = .	C = -25	D = -3%
77) CCOc1cc(C(=O)NCCN2C(=O)S/C(=C\c3cccnc3)C2=O)cc(OCC)c1OCC
  A = .	B = .	C = 8	D = 4%

# Rewritten in transposed form: entries from further up
[65] N[C@H](Cc1cccc(-c2ccccc2CP(=O)(O)O)c1)C(=O)O
[66] COc1ccc(C)cc1NC(=O)CSc1nnnn1Cc1ccccc1
[67] COc1ccc(Nc2c(C)cccc2C)cc1

Compound	65	66	67
IMPase cell inh	-1	9	12
ALOX15B inhib	7%	-3%	.
PNC assembly inh	.	37	?
12-hLO inh	-4%	-2%	-3%
